mIAP inh – blocks mouse intestinal alkaline phosphatase; purified mouse IAP, CDP-Star luminescence, 30 min; inhibition, % at 10 µM; 330,000 tested, 0.2% active; AID 2806;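 active = inhibition of at least 40% at 10 µM in the primary screen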;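 also: plate controls were DMSO with enzyme for no effect and no enzyme wells for full effect; values of inactives mirror those of a sister screen read the other way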
tim10-1 inh – growth inhibitors of tim10-1 mutant yeast; S. cerevisiae tim10-1 ts strain growth, BacTiter-Glo, 24 h; inhibition, % at 20 µM; 330,000 tested, 2.2% active;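 active = inhibition of at least 40%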;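 also: mutant grown at 25 °C; 0% = DMSO wells with yeast and 100% = wells holding no yeast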
mIAP activ – increases mouse intestinal alkaline phosphatase activity; muIAP, CDP-Star luminescence, 30 min; hits give high values; 1 = vehicle-only enzyme signal, 0 = enzyme-free wells; activation factor at 10 µM; 330,000 tested, 0.24% active; AID 2805;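 active = activation factor of at least 2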; also: the source names both 10 and 20 µM as test concentration; values of inactives mirror those of a sister screen read the other way
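Assay system: mouse IAP enzyme; Reagent: CDP-Star chemiluminescent phosphatase substrate; Compound: DMSO-dissolved test compounds; Incubation: 30 min, room temperature; Technique: luminescence from enzymatic CDP-Star hydrolysis; Controls: DMSO-only wells and no-enzyme negative control.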
A3G deaminase – blocks human APOBEC3G single-stranded DNA deamination | inhibition, % at 20 µM | recombinant A3G, ssDNA deamination FAM/TAMRA fluorescence | 330,000 tested, 0.28% active | Q9HC16;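 active = inhibition of at least 40% at 20 µM, with no more than 30% in the related APOBEC3A deaminase screen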;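 also: plate controls were DMSO wells with A3G for no effect and wells lacking A3G enzyme for full effect; some compounds called inactive have numbers as strong as hits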
NLRP3 yeast inh – NALP3 inhibition in yeast. AID 2825. Yeast reconstituted NLRP3/ASC/caspase-1, beta-gal luminescence, 24 h. inhibition, % at 10 µM. 330,000 tested, 0.39% active;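 active = inhibition of 50% or more; inactive = inhibition below 50%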;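 also: plate controls were induced DMSO wells for no effect and uninduced yeast grown without galactose for full effect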
TIM10 inh – growth inhibitors of TIM10 yeast strain; 330,000 tested, 1.4% active; AID 463195; S. cerevisiae TIM10 strain growth, BacTiter-Glo luminescence, 24 h; inhibition, % at 10 µM;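 active = inhibition of 40% or more at the single tested concentration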;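 also: wild-type TIM10 isogenic control strain grown at permissive 25 °C; 0% = DMSO yeast wells and 100% = minimal medium wells without yeast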
MIN6 prolif – induces beta-cell replication in MIN6 cells | MIN6 cells proliferation, ATPlite luminescence, 48 h; cells starved in 0.2% serum; 100% = growth in 10% serum | proliferation, % at 10 µM | 330,000 tested, 0.29% active | AID 2380;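 active = compounds whose signal lies at least 3.5 SD above the mean of all wells on their plate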;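 also: 0% = DMSO-treated cells in low-serum medium and 100% = 10% serum control; some compounds called inactive have numbers as strong as hits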
hIAP block – human IAP inhibition | 330,000 tested, 0.12% active | purified IAP, CDP-Star luminescence, 30 min | inhibition, % at 10 µM | AID 2544 | P09923;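 active = inhibition reaching a set limit with compound at 10 µM in the primary screen, cut at about 35% in these data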;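 also: plate controls were DMSO wells with enzyme for no effect and no-enzyme buffer wells for full effect; values of inactives mirror those of a sister screen read the other way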
Target sequence (P09923 whole entry, looked up): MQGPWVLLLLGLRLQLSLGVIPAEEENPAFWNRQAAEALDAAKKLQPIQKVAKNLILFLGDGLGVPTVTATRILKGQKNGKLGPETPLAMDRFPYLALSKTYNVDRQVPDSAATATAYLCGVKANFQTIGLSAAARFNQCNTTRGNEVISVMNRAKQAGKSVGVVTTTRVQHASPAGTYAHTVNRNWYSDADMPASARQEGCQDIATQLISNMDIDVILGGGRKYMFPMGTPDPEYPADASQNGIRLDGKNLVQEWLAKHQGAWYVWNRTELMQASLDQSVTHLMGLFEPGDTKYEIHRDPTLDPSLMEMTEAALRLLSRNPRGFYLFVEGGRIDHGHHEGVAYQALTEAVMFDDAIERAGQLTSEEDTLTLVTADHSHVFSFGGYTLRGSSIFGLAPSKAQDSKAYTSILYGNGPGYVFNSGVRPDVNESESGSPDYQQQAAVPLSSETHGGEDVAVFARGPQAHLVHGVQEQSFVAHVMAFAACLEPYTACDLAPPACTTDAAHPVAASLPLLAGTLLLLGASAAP
A3A deaminase – inhibitors of human APOBEC3A DNA deaminase. inhibition, % at 20 µM. P31941. AID 493011. recombinant A3A, FAM/TAMRA ssDNA deamination fluorescence. 330,000 tested, 0.41% active;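 active = at least 40% inhibition at 20 µM here, with at most 30% in a related deaminase screen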;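 also: plate controls were A3A with DMSO for no effect and wells lacking A3A enzyme for full effect; some results filed as inactive read as strong as hits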
Target sequence (P31941 whole entry, looked up): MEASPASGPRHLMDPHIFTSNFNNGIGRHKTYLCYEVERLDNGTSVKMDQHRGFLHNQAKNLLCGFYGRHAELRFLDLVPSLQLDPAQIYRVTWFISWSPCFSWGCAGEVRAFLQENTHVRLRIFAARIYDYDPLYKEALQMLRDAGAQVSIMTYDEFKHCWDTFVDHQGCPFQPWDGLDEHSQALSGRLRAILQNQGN
* hit, by the source's call.

SMILES	mIAP inh	tim10-1 inh	mIAP activ	A3G deaminase	NLRP3 yeast inh	TIM10 inh	MIN6 prolif	hIAP block	A3A deaminase
Cc1cc(-c2nn(-c3ccccc3F)cc2CNCCc2cnccn2)c(C)s1	7	30	0.93	-3	22	-2	-1	15	3
CN(C)S(=O)(=O)N1CCN(c2ccc([N+](=O)[O-])c(N3CCCCC3)c2)CC1	-1	24	1	1	15	6	-2	11	5
CCC(C(=O)Nc1ccc(S(=O)(=O)Nc2ncccn2)cc1)c1ccccc1 (stereo not drawn)	-11	12	1.1	5	19	7	0	-11	7
COc1cccc(NC(=O)N2CCCC2C(=O)NCc2ccccc2)c1 (stereo not drawn)	-8	17	1.1	2	15	19	-4	-5	0
Cc1c(C(=O)Nc2ccc3c(c2)OCO3)oc2ccccc12	0	-9	1	-13	23	22	1	5	0
Cn1nnc2cc(NC(=O)Nc3cccc(Cl)c3)ccc21	-9	-12	1.1	-7	14	4	0	-6	-4
CN(C)C(=S)SCCn1c(N)nc(N(C)C)nc1=O	-5	-13	1	0	5	-15	1	-14	-2
O=C1c2ccccc2NC(c2ccccc2O)N1O (stereo not drawn)	-5	18	1.1	-7	35	5	-1	-9	-7
COc1ccc(Cl)cc1C(=O)Nc1ccccc1N1CCN(C(=O)C(C)C)CC1	13	36	0.87	-6	2	27	-2	9	-2
CCc1ccccc1Nc1nc2ccccc2n1C(C)C	5	6	0.95	-6	16	13	0	-12	-4
c1ccc(-c2n[nH]c(-c3ccccn3)n2)cc1	6	2	0.94	-2	20	6	-1	1	0
COC/C=C/C1=CC2=CC(=O)C(C)(OC(=O)c3cnc4ccccc4n3)C(=O)C2=CN1CC(C)C (stereo not drawn)	6	-6	0.94	-3	-10	-3	0	0	-1
COc1ccc(CNC(=O)OCCN2CCN(S(=O)(=O)c3ccc(C)cc3)CCC2=O)cc1	-6	-17	1.1	-5	6	3	1	-10	2
CC(=O)Oc1ccc2ccc(=O)oc2c1	8	-10	0.92	-6	2	-2	7	-3	1
O=S(=O)(c1ccc(F)c(F)c1F)N1CCN(c2ncnc3sccc23)CC1	7	0	0.93	-1	7	-7	-6	-12	4
CCOC(=O)C1=C(CN2CCCCCC2)NC(=O)NC1c1ccc2c(c1)OCO2 (stereo not drawn)	-9	22	1.1	-4	5	-15	3	-10	-5
O=C(N/N=C/C(Br)=C/c1ccccc1)c1cccs1	10	20	0.9	-1	50*	41*	-5	23	4
O=C(O)C1=C[C@H](c2ccc(F)cc2)C[C@H](OCCCCO)O1	1	-7	0.99	-9	22	-2	6	-1	2
O=C1C(=O)N(CCc2c[nH]c3ccccc23)C(c2cccnc2)/C1=C(/O)c1ccccc1 (stereo not drawn)	1	1	0.99	-5	2	-10	1	-11	-1
CC(C)(C)c1ccc(C(=O)Nc2ccc(NC(=O)c3ccco3)cc2)cc1	-12	-2	1.1	0	16	0	-2	26	0
Cc1nc(C)c(C(=O)NNS(=O)(=O)c2ccc([N+](=O)[O-])cc2)s1	6	9	0.94	-4	12	3	-3	-8	-1
O=C(NCc1ccc(Cl)cc1)c1ccc(CS(=O)Cc2cccc(Cl)c2)o1 (stereo not drawn)	1	12	0.99	-10	13	-1	2	13	-6
COCC1CCN(C(=O)C2CCN(c3nc(-c4ccccc4)nc4c3CCC4)CC2)C1 (stereo not drawn)	5	15	0.95	-4	17	7	1	-21	-6
Cc1cc(C)c(NC(=O)CN2C(=O)NC(CCc3ccccc3)C2=O)c(C)c1 (stereo not drawn)	3	-1	0.97	1	-2	4	-3	-2	12
COc1ccc(/C=N/S(=O)(=O)CCc2ccccc2)c(OC)c1	2	-9	0.98	-2	9	6	0	-6	0
CCNC(=O)CC1S/C(=N/N=C(\C)c2ccccc2)NC1=O (stereo not drawn)	-6	12	1.1	-5	8	1	-2	2	4
CNC(=O)COc1ccc2oc3c(c2c1)CCCC3	11	-10	0.89	-6	44	1	0	9	-2
CCOC(=O)N1CCC(Nc2c(Nc3cccc(CC)c3)c(=O)c2=O)CC1	-8	23	1.1	-3	0	-2	-3	2	-3
O=C(N/C(=C\c1ccc2c(c1)OCO2)C(=O)N1CCOCC1)c1ccccc1Br	3	11	0.97	-10	22	2	0	5	-1
CC(C(=O)N1CCN(C2c3ccccc3-c3ccccc32)CC1)N1C(=O)c2ccccc2C1=O (stereo not drawn)	-5	-21	1.1	0	-13	18	1	-8	1
CCC(CC)CN1C(Nc2ccccc2)=NC[C@@H]1CC(C)C	-11	16	1.1	3	7	5	-7	2	4
COCCn1c(SCC(=O)N2CCCCCC2)nnc1-c1ccco1	4	-5	0.96	-8	6	-4	0	-11	0
Cc1ccc2c(c1)C(=O)N1[C@H]3c4cc(C)ccc4OC[C@@H]3[C@H](c3ccccc3)[C@]1(C)C(=O)N2	-7	7	1.1	-2	11	6	-6	13	-2
O=C(c1ccccc1Br)N1CCN(c2ncccn2)CC1	8	5	0.93	-6	9	5	0	-4	0
c1ccc(CN2CCC(N=C3NN=C(c4ccc5c(c4)OCCO5)CS3)CC2)cc1	-2	-10	1	-12	13	6	-5	0	-4
COc1cccc(/C=N/Nc2cc(-n3nc(C)cc3-c3ccccc3)ncn2)c1O	0	31	0.99	-7	13	24	0	-70	-4
Cc1cc(C)cc(NC(=O)CN(C)S(=O)(=O)c2cccc3nsnc23)c1	6	21	0.94	-4	11	16	0	-13	-3
COc1ccc(C)cc1Nc1n[n+](-c2ccccc2)c(-c2ccc(NC(C)=O)cc2)s1	23	-7	0.77	-8	13	-5	-6	0	-3
CCC(=O)NC(=S)NNC(=O)c1ccc([N+](=O)[O-])cc1	2	37	0.98	14	27	3	-2	-11	0
COC(=O)c1cc(CNC(=O)Cc2ccsc2)ccc1OC	8	-15	0.92	-9	11	3	0	10	-1
CCn1c(C2CC(=O)N(c3ccc(C)c(C)c3)C2)nc2ccccc21 (stereo not drawn)	-4	-26	1	6	24	-24	8	20	4
O=C(NC1CC1)c1ccc(-n2cccc2)cc1	0	11	1	-2	12	4	-3	-5	4
CC1=C(N2CCOCC2)CCC1=O	-4	-16	1	-7	21	4	0	-9	-2
Cn1ccc2cc(-c3csc(N4CCC(C(N)=O)CC4)n3)ccc21	0	-6	1	-9	8	1	1	10	-5
O=C(c1ccc(Cl)cc1)C1CCN(Cc2ccccc2)CC1	4	8	0.96	-1	9	0	-1	10	-2
CCc1nc(NCCCN2CCOCC2)c2oc3ccccc3c2n1	-3	-19	1	-1	-2	-16	1	-12	-1
CC(=O)C[C@H](O)CC(=O)[C@H]1OC(=O)CCCCCCCc2ccccc21	3	30	0.97	2	16	19	-3	-6	3
NC(=O)c1cc[n+](CC2=C(C(=O)O)N3C(=O)[C@@H](NC(=O)C(c4ccccc4)S(=O)(=O)[O-])[C@H]3SC2)cc1 (stereo partly drawn)	39	-19	0.61	87	5	-2	2	-11	100
CC12CN(Cc3ccccc3)CC(C)(CN(Cc3ccccc3)C1)C2=NO	1	3	0.99	-6	14	8	0	-18	-4
O=C(Cn1cnc([N+](=O)[O-])n1)N/N=C/c1ccc(O)cc1O	8	13	0.92	-5	-3	6	-1	-50	-3
CC(=O)N1CCN(C(=O)c2ccc(Cl)c(NC(=O)c3cccs3)c2)CC1	-1	-45	1	-2	-7	-30	2	3	-2
CCOC(=O)N1CCN(C(=O)COc2ccccc2[N+](=O)[O-])CC1	9	-2	0.91	1	16	0	-2	15	3
CCCCCOc1ccc(C(=O)NCC2(c3ccccc3)CCOCC2)cc1	-1	37	1	-4	27	27	-5	16	1
Cc1ccc(NS(=O)(=O)c2ccc(C(=O)NCCN3CCOCC3)cc2)cc1	2	-3	0.98	-7	8	-8	2	12	-3
CCN(CC(=O)Nc1ccccc1C(F)(F)F)C(=O)CCOc1ccccc1C	-6	17	1.1	7	26	1	4	-4	2
CC(C)(C)NC(=O)c1ccnc(C(C)(C)C)c1	12	9	0.88	-1	-1	-4	-1	-9	-2
O=C(NCCS(=O)c1ccc(Cl)cc1)c1cccc(Cl)c1 (stereo not drawn)	-3	12	1	-7	19	-19	1	-4	-3
COc1ccccc1CNS(=O)(=O)CC12CCC(CC1=O)C2(C)C (stereo not drawn)	2	17	0.98	2	16	24	-2	-31	1
CCOc1ccc(Nc2cc(Nc3ccccc3OCC)nc(C=C(C#N)C#N)n2)cc1	0	19	1	-11	7	14	-1	16	-5
Nn1c(SCC(=O)N2CCCCCC2)nnc1-c1ccco1	-15	-4	1.1	-7	15	1	-3	-3	-2
(more compounds)
SMILES	mIAP inh	tim10-1 inh	mIAP activ	A3G deaminase	NLRP3 yeast inh	TIM10 inh	MIN6 prolif	hIAP block	A3A deaminase
CCOC(=O)C(NC(=O)NCc1ccccc1)(OCC)C(F)(F)F (stereo not drawn)	-16	10	1.2	-11	-6	-8	-2	-22	-5
N#Cc1ccc2ccn(CC(=O)NCc3ccco3)c2c1	1	13	0.99	-3	4	2	-1	8	-2
O=C(Nc1ccc(CSc2ccccc2)cc1)c1ccccc1	-2	0	1	2	4	-2	2	-1	3
O=C(Nc1ccccn1)C1COc2ccccc2O1 (stereo not drawn)	0	9	1	-9	4	6	-2	-6	-1
Clc1ccc(CSc2nnc(-c3ccncc3)s2)cc1	12	-1	0.88	-1	11	0	-2	6	3
O=C(C1=C[C@H](c2ccccc2)C[C@H](OCCCCO)O1)N1CCN(Cc2ccc3c(c2)OCO3)CC1	7	-3	0.93	-6	-1	0	0	23	-2
O=C(CSc1nnc(-c2ccccc2)n1C1CCCCC1)N1CCCC1	14	25	0.86	-6	-13	23	-3	9	-4
O=C(c1cnn2ccccc12)N(Cc1ccco1)C1CCCC1	5	22	0.95	-9	-11	14	1	30	-8
CCOc1ccccc1NC(=S)NC(=O)CCc1ccccc1	4	21	0.96	-9	14	12	1	-11	-3
CC(C)(/C=N/O)/[N+]([O-])=C/c1ccccc1	-16	-10	1.2	-2	-2	-13	0	-12	-2
COc1ccc(Cl)cc1NC(=S)NNC(=O)c1cccs1	15	20	0.85	2	23	11	-2	-70	-4
O=C(NCCCNC(=O)c1ccco1)c1cccc(F)c1	-9	6	1.1	-5	16	-17	-1	-7	1
CC(C)(C)NC(=O)CC1C[C@H](C(=O)N2CCCCC2)[C@@]2(C)c3[nH]c4ccccc4c3CCN2C1=O (stereo partly drawn)	-7	5	1.1	-7	-8	9	1	-15	-3
CCCOc1cccc(C(=O)NC(=S)Nc2ccc(N3CCN(C)CC3)cc2)c1	9	25	0.91	-3	38	10	-6	20	-1
CCOc1ccc(CCNC(=O)COC(=O)CNC(=O)c2ccc(Br)o2)cc1OCC	1	1	0.99	-8	11	-3	6	14	-2
O=C(Nc1cccc2ncccc12)c1ccc(-c2ccc(Cl)cc2Cl)o1	4	38	0.95	-7	19	7	-3	12	-3

Screening results deposited in PubChem by Sanford-Burnham Center for Chemical Genomics.

The order is random; about 4.6% have a hit in one of these screens.
